# sdo1 growth: growth rescue of sdo1-depleted yeast, primary screen, S. cerevisiae, bone marrow failure model. S. cerevisiae sdo1-depleted JHY4D growth rescue, OD600 30 h; hits give high values; pdr5 snq2 efflux-pump mutant strain. z-score at 10 µM. hit rate 0.21% among 140,000. AID 817, 2007;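 active = z-score above 3 at both the 24 hr and the 30 hr optical density reads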;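 note: z-score against mean and SD of all compound wells on the same plate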
# INS promoter inh: inhibitors of insulin promoter-driven GFP, primary screen, imaging, TRM-6 cells (human fetal islet line), eGFP reporter, cell count. reporter expression induced with tamoxifen. inhibition, % at 2 µM. hit rate 0.9% among 130,000. AID 1273, 2008;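 active = inhibition above the mean plus 3 SD, with well images judged a real hit on visual review, cut at about 60% in these data, passing the limit was not always enough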
# sdo1 growth Rescue 24 h: further read-out of sdo1 growth, marked with its call; z-score; S. cerevisiae sdo1-depleted JHY4D growth rescue, OD600; measured here: growth rescue at 24 h;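 0 is the plate mean of compound wells and units are plate SD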
# The depositor's hits bear a star; / = no result given; [ ] = dose if it differs, or a comment.
SMILES,sdo1 growth,sdo1 growth Rescue 24 h,INS promoter inh
CC(=O)Nc1ccc(S(=O)(=O)NCC(=O)OCC(=O)N2CCc3ccccc32)cc1,0.19,-0.37,26
O=C(NNC(=S)Nc1ccc(F)cc1)c1ccccc1OC(F)F,-0.53,-1.6,27
O=C(COc1ccc(S(=O)(=O)N2CCCC2)cc1Cl)NCc1ccc2c(c1)OCO2,-0.64,-1,5
O=C(N/N=C/c1c[nH]c2ccccc12)c1cccc([N+](=O)[O-])c1,1.1,0.77,/
O=C(O)c1cccc(S(=O)(=O)Nc2ccccc2Cl)c1,2.2,1.2,-37
CC1C2CC(C(S(=O)(=O)N3CCOCC3)C2=O)C1(C)C (stereo unspecified),1.7,2.1,-7
CCOc1ccc(NC(=O)CCS(=O)(=O)c2ccc3c(c2)CCCN3C(=O)CC)cc1,1.3,1.1,/
Cc1ccc(S(=O)(=O)NCCN=C(CN2CCOCC2)NS(=O)(=O)c2ccc(C)cc2)cc1,-0.48,-0.53,-15
COc1cc(OC)c(C#N)c(S(=O)(=O)Cc2ccccc2)c1,0.08,-0.29,6
COc1cccc(NC(=O)CN(C)C(C)C(=O)Nc2ccc(C#N)cc2)c1 (stereo unspecified),/,/,-8
O=c1oc2ccccc2c(O)c1/C=C1\C=Nc2ccccc21,-2.2,-0.55,28
O=C(CSc1nnnn1C1CCCC1)Nc1ccc(F)cc1,-0.24,0.3,-29
Cc1[nH]n2c(=O)c3c(nc2c1-c1ccccc1)CCC3,2.5,2.3,83*
CCC(NS(=O)(=O)c1ccc(OC)cc1)C(=O)NCCC1=CCCCC1 (stereo unspecified),0.18,0.06,-42
[O-]C1=N/[N+](=C/c2ccc(Cl)cc2)CC1,1.3,0.76,0
C/C(=N\NC(=S)Nc1cccc(C)c1)c1ccco1,/,/,21
CCc1cccc(C)c1NC(=O)CCCC(=O)O,1.7,2.2,-1
O=C(NC1CC2CCCC(C1)N2C(=O)Nc1ccc(Cl)c(C(F)(F)F)c1)C1CC1 (stereo unspecified),-0.06,-0.12,3
Nc1nonc1C(=O)NCCNCc1cc(Br)ccc1OCc1ccccc1F,0.11,0.61,45
COc1ccc(-c2nnc(NC(=O)c3ccc(S(=O)(=O)N4CCc5ccccc5C4)cc3)o2)cc1,0.38,0.24,-23
COc1ccc(CCNC(=O)C2CC(c3cccc([N+](=O)[O-])c3)=NO2)cc1 (stereo unspecified),0.9,-0.42,49
Cc1c(Cl)c([N+](=O)[O-])nn1CC(=O)NC(C)C1CC2CCC1C2 (stereo unspecified),-0.52,-1,-49
CCCCCCNCc1cccc(Br)c1,0.63,0.1,/
CCOc1cc(CNc2ccc(O)cc2)ccc1OCc1ccc(Cl)cc1Cl,-2.3,-1.6,-38
O=C(c1ccc(Sc2cccc(Cl)c2)c([N+](=O)[O-])c1)N1CCN(c2ccccn2)CC1,/,/,-42
Nc1c(Sc2ccccc2)c(=O)[nH]c(=O)n1Cc1ccccc1,/,/,35
CN1CCN(c2ccc([N+](=O)[O-])cc2C(=O)c2ccc(Br)cc2)CC1,0.34,0.57,7
CC(SC(=S)N(C)Cc1cccs1)C(=O)O (stereo unspecified),1,0.9,-3
Cc1sc(NC(=S)NC(=O)C(C)(C)C)c(C(N)=O)c1C,0.58,0.72,/
O=C(c1csc(Nc2ccccc2Cl)n1)N1CCCC1,0.02,0.91,-33
Cc1cccc(NC(=O)C2CCCN2C(=O)Oc2ccccc2)c1C (stereo unspecified),0.14,-0.92,40
CCCCCCn1c(=O)c(C(=O)N/N=C/c2cccc(F)c2)c(O)c2ccccc21,/,/,-36
COc1ccc(CC(=O)Nc2cc(Cl)ccc2C(=O)O)cc1,/,/,50
COc1ccc(NC(C)=O)cc1NC(C)C(=O)Nc1ccc(F)cc1 (stereo unspecified),-0.62,-0.67,/
O=C(Nc1c(-c2ccccc2)nc2sccn12)c1ccccc1,-2,-1.9,/
Cc1oncc1C(=O)NC(C)C,0.81,0.57,/
CC(OC(=O)CCc1nc2ccccc2c(=O)[nH]1)C(=O)NCc1ccc2c(c1)OCO2 (stereo unspecified),1[6.6 µM],0.39,/
Cn1c(=O)oc2cc(S(=O)(=O)Nc3cccc4c3CCCC4)ccc21,-0.94,-0.6,3
O=C(O)c1ccc(N2CCCC2=O)cc1,0.16,-0.11,/
COC(=O)CSc1nc2cc3c(cc2cc1C)OCO3,/,/,0

# Already shown: four of the compounds above.
SMILES,sdo1 growth,sdo1 growth Rescue 24 h,INS promoter inh
COc1cccc(NC(=O)CN(C)C(C)C(=O)Nc2ccc(C#N)cc2)c1 (stereo unspecified),/,/,-8
O=c1oc2ccccc2c(O)c1/C=C1\C=Nc2ccccc21,-2.2,-0.55,28
O=C(CSc1nnnn1C1CCCC1)Nc1ccc(F)cc1,-0.24,0.3,-29
Cc1[nH]n2c(=O)c3c(nc2c1-c1ccccc1)CCC3,2.5,2.3,83*

# New compounds follow:
SMILES,sdo1 growth,sdo1 growth Rescue 24 h,INS promoter inh
CCCc1cc(=O)[nH]c(N/N=C/C=C\c2ccccc2)n1,/,/,50
CCOC(=O)CON1C(=O)c2ccccc2C1=O,0.35,-0.5,7
Cc1cccc(S(=O)(=O)Nc2nc3ccccc3nc2NCc2ccco2)c1,-0.83,-0.5,-25
O=C(NCC1CCCO1)/C(=C/c1cn(-c2ccccc2)nc1-c1cccnc1)NC(=O)c1ccccc1 (stereo unspecified),/,/,14
CCC(NC(=O)c1ccccc1NC(=O)c1ccco1)C(=O)O (stereo unspecified),1.6,1.4,/
CCCc1ccccc1OCCNC(=O)c1cc(=O)n(C)c(=O)n1C,/,/,8
COC(=O)c1c(NC(=O)c2ccnn2C)sc(C)c1C,/,/,60
Cc1ccc(S(=O)(=O)NCCC(C)C)cc1[N+](=O)[O-],1.4,2.4,8
COC(=O)C1=CN(C2CC2)C=C(C(=O)OC)C1c1ccccc1OC,-0.57,-0.52,/
COc1ccc(N(Cc2ccco2)C(=O)c2ccccc2F)cc1OC,-0.45,-1.5,/
COc1ccc(CSC(=N)N)cc1[N+](=O)[O-],1.4,1.6,-10
CCOc1ccc(NC(N)=O)cc1,0.22,-0.34,-50
Cc1cccnc1Nc1nc(-c2ccc(O)cc2)cs1,-2.6,-1.5,-91
COc1ccc(/C=C2/N=C(SC3CCOC3=O)N(c3cccc(OC)c3)C2=O)cc1 (stereo unspecified),-0.77,-0.53,/
C/C(=N\NC(=O)c1ccccc1-n1cccc1)C1CC1,1.6,1.7,4
Cc1cccc(OCC(=O)O/N=C(\N)c2ccccn2)c1,-0.34,-0.59,-38
CNC(=S)N(Cc1cccs1)Cc1cc2cc(OC)ccc2[nH]c1=O,0.83,0.09,11
COc1ccc(C(=O)NCC(=O)OCC(=O)N2N=C(c3ccc(Cl)cc3)CC2c2ccco2)cc1OC (stereo unspecified),/,/,0
O=C(CC1S/C(=N/N=C/C=C/c2ccccc2)NC1=O)Nc1ccc(Cl)c(Cl)c1 (stereo unspecified),-0.3,0.12,/
COc1ccc(S(=O)(=O)N2CCN(Cc3ccccc3)CC2)cc1,-0.92,-1.2,/
O=C(NCCc1ccc(F)cc1)c1ccc([N+](=O)[O-])cc1,/,/,-11
CC1(C)Cc2nc3sc4c(OCc5ccccc5)ncnc4c3cc2CO1,-0.39,0.36,-113
O=C(NCc1ccccn1)c1ccc(NC(=O)c2ccco2)cc1,0.43,0.15,-274
CC(=O)c1c(C(C)=O)c(C)n(Cc2ccc(Cl)cc2)c1C,0.59,1,-14
O=C(CCc1ccccc1)Nc1ncn[nH]1,0.42,0.06,-36
Cc1ccc(NCc2nnc(SCC#N)o2)c(C)c1,0.61,0.08,-9
O=C1CCC/C1=C/Nc1ccc(Cl)cc1,/,/,82*
CCc1cc2cc(C(=O)N3CCN(Cc4ccccc4)CC3)sc2s1,-2,-1.3,29
CC(=O)Nc1ccc(NC(=O)CSc2ccc3nnc(CCNC(=O)c4ccccc4)n3n2)cc1,/,/,0
Cc1cc(C)n2cc(CSc3nnc(-c4ccccc4)o3)nc2n1,0.94,2.3,-19
O=C(NCc1ccccc1)c1cccc(S(=O)(=O)N2CCOCC2)c1,0.09,-0.11,29
Cc1cc(C(=O)CSc2nc(N)cc(N)n2)c(C)n1C1CC1,/,/,0
CN(C)c1oc(-c2ccccc2)nc1C#N,0.95,1,45
O=S(=O)(c1ccccc1)N1C2CCC1CC(O)(c1cccnc1)C2 (stereo unspecified),0.27,-0.1,/
Cc1ccn2c(=O)cc(C)nc2c1,/,/,50
O=C(NCCN1CCCC1)c1ccc(CS(=O)(=O)c2c(Cl)cccc2Cl)o1,-0.93,-0.84,/
COCc1cc(=O)n2c([nH]c3ccccc32)c1C#N,0.9,0.32,/
O=C1CCCC2=C1C(c1cn(-c3ccccc3)nc1-c1cccs1)c1c([nH]c(=O)[nH]c1=O)N2 (stereo unspecified),0.67,0.84,-18
CC1CCCN(C(=O)c2cc(N3C(=O)C4C5CCC(C5)C4C3=O)ccc2Cl)C1 (stereo unspecified),/,/,-25
Cc1nc2ccc(F)cc2cc1C(=O)NCc1ccco1,1,1.4,41

# Entries listed so far that bear a hit mark in INS promoter inh:
SMILES,sdo1 growth,sdo1 growth Rescue 24 h,INS promoter inh
Cc1[nH]n2c(=O)c3c(nc2c1-c1ccccc1)CCC3,2.5,2.3,83*
O=C1CCC/C1=C/Nc1ccc(Cl)cc1,/,/,82*

# Additional records follow.
SMILES,sdo1 growth,sdo1 growth Rescue 24 h,INS promoter inh
CSc1ccccc1-n1nnnc1SCC(=O)NCc1cccs1,-1.4,-1.7,/
O=c1[nH]cnc2scc(C3COc4ccccc4O3)c12 (stereo unspecified),-0.17,-0.06,-38
CC(C)(C)NCc1cccn1-c1sc2c(c1C#N)CCCC2,1.3,0.59,9
Cc1ccccc1OCC(=O)N/N=C1\CCOc2c(C)cccc21,-1.1,0.42,12
COc1ccc2[nH]c(C(=O)O)c(CCC(=O)O)c2c1,1.8,1.6,-295
O=C1c2ccccc2-c2ccc(C(=O)N3CCCCC3)cc21,/,/,-38
COc1cccc(NC(=O)CSc2ncnc3c2oc2ccccc23)c1,-0.52,-0.49,/
CC(C)=CCCC1=CCC(/C(C)=N/NC(N)=O)CC1 (stereo unspecified),-0.34,-0.7,-30
C=CCNS(=O)(=O)c1sccc1/C=N/O,-0.73,-0.25,/
CN(CC(=O)NC1CCCCC1)S(=O)(=O)c1cccc2nsnc12,0.62,0.92,43
O=c1[nH]c2cc3c(cc2cc1CN(Cc1cccnc1)Cc1nnnn1Cc1ccco1)OCCO3,0.78,0.16,/
COc1ccc(N2CCN(C(=O)Cn3nnc(-c4ccc(OC)c(OC)c4)n3)CC2)cc1,-0.65,0.82,/
CC(C(=O)Nc1ccc2c(c1)OCCO2)c1ccc([N+](=O)[O-])cc1 (stereo unspecified),1.3,1.4,-31
CN1C(=O)c2ccc(NC(=O)C3CCCCC3)cc2C1=O,0.16,-0.3,-29
CCC1(CC)NC(=O)N(CC(=O)OCC(=O)Nc2ccc(C(F)(F)F)cc2)C1=O,0.3,0.23,-7
COc1ccc(Cc2nnc(N/N=C/c3ccc(C)o3)[nH]c2=O)cc1,/,/,-21
COC(=O)c1c(-c2ccccc2)noc1C,/,/,35
O=C(COC(=O)c1ccccc1OCC(=O)Nc1ccc(Br)cc1)Nc1ccccc1,0.76,0.4,46
O=[N+]([O-])c1ccccc1SNc1ccc(Br)cn1,/,/,31
CCOc1cc(-c2nc(-c3ccccc3)c(-c3cc([N+](=O)[O-])ccc3C)[nH]2)ccc1O,-1.3,-1,-30

# A second format for three compounds above.
# Values in the order: sdo1 growth, sdo1 growth Rescue 24 h, INS promoter inh
COc1ccc(Cc2nnc(N/N=C/c3ccc(C)o3)[nH]c2=O)cc1
→ /, /, -21
COC(=O)c1c(-c2ccccc2)noc1C
→ /, /, 35
O=C(COC(=O)c1ccccc1OCC(=O)Nc1ccc(Br)cc1)Nc1ccccc1
→ 0.76, 0.4, 46

# Further compounds.
SMILES,sdo1 growth,sdo1 growth Rescue 24 h,INS promoter inh
CCCN(CCC)c1ccc(CC(=O)NC(C)Cc2ccccc2)cc1 (stereo unspecified),-1.1,-0.87,-17
C/C=C/COC(=O)c1[nH]c2c(c1C)C(=O)CC(c1ccc(N(C)C)cc1)C2 (stereo unspecified),-1.4,-0.49,0
Cc1cc(OCC(=O)Nc2ccc3c(c2)OCCO3)cc(C)c1Cl,-0.73,0.06,-9
O=C(Nc1ccc(C(F)(F)F)cc1)C1CC(=O)N(c2ccc3c(c2)OCCO3)C1 (stereo unspecified),-0.42,-0.02,-46
Cc1[nH]c2ccccc2c1/C=N/NC(=O)CNC(=O)COc1ccccc1,/,/,-20
COC(=O)Cc1csc(Nc2ccccc2)n1,0.26,0.11,0
Cc1ccc(C(=O)N/C(=C\c2cccs2)C(=O)NCCc2c[nH]c3ccccc23)cc1,0.14,-0.21,48
O=C(c1cnc(-c2ccccc2)s1)c1ccc(Cl)cc1Cl,-1.1,-0.35,-20
O=C(CCNS(=O)(=O)c1cccc2nsnc12)NCc1cccs1,0.63,0.38,-21
Cc1cc(C)nc(SCc2ccc(C(=O)NN=C3C4CC5CC(C4)CC3C5)cc2)n1,-0.13,-0.41,7
COc1ccc(N(CCC#N)S(=O)(=O)c2ccc(Cl)cc2)cc1,0.78,1.1,-47
CCN(C(=O)c1cc2ccccc2oc1=O)c1cccc(C)c1,-0.5,-0.19,-10
COc1ccc(C2=NOC(C(=O)NC(C)C)C2)cc1 (stereo unspecified),0.14,0.09,0
O=C(COc1ccccc1)NC(=S)Nc1cccc([N+](=O)[O-])c1,0.12,-0.29,20
